MBD2 inh: blocks human MBD2 binding to methylated DNA. Q9UBB5. TR-FRET, MBD2 binding to methylated oligonucleotide. inhibition, % at 4.4 µM. 370,000 tested, 0.31% active; in the data active means inhibition above about 13%
ABHD4 inh: ABHD4 (mouse) inhibition, primary FP screen; Q8VD66; purified mABHD4, FP-Rh probe fluorescence polarization; inhibition, % at 8.92 µM; 370,000 tested, 0.54% active; AID 720543;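 active means inhibition exceeding the mean over every tested compound plus 3 SD, cut at about 30% in these data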;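 further: 0% = plate median of compound wells and 100% = S159A mutant with DMSO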
Target sequence (Q8VD66 whole entry, looked up): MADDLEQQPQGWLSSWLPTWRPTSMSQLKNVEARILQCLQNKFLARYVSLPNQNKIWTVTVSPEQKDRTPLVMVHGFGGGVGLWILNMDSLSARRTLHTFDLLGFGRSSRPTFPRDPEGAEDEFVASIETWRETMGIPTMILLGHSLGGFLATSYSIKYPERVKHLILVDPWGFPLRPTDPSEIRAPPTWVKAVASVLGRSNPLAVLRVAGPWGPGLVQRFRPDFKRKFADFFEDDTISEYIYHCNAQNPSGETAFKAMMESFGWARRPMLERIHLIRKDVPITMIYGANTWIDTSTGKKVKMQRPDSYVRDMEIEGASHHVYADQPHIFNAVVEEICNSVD
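assay system = mABHD4 protein | compound dosing = single nominal dose of 8.92 µM, 0.89% DMSO final | read-out basis = percent inhibition of probe binding, normalized to plate controls | schedule = Enzyme–compound pre-incubation 45 min, then probe 60 min, both 25 °C | detection = fluorescence polarization, excitation 525 nm, emission 598 nm, BODIPY TMR filters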
PG9 binder: small molecules binding HIV-1 gp120 antibody PG9; TR-FRET gp120-PG9 antibody binding; 360,000 tested, 0.43% active; inhibition, % at 6.7 µM; in the data active means inhibition above about 8.5%
LEDGF integ inh: blocks HIV-1 LEDGF/p75-dependent DNA integration; inhibition, % at 3.7 µM; 370,000 tested, 0.64% active; TR-FRET IN-LEDGF/p75 DNA integration, Eu/Cy5;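 active means inhibition above the screen-wide mean plus 3 SD, cut at about 13% in these data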;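 further: signal is the Cy5 over europium emission ratio at 671 and 618 nm; 0% = plate median of compound wells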
TCR-CD3 inh: human TCR-CD3 binding inhibition; 360,000 tested, 0.37% active; inhibition, % at 9.4 µM; TAMRA-labeled TCR probe fluorescence, biochemical; in the data active means inhibition above about 19%;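 further: recombinant mutant TCR 2C K166C tagged with TAMRA read by polarization; 0% = receptor in buffer alone and 100% = receptor with positive control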
NR1D1 modulator: modulates human Rev-erb alpha binding to DNA; activity, % at 10 µM; 370,000 tested, 0.79% active; Rev-erbα–FITC-DNA binding, fluorescence polarization, 90 min; P20393;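 active means activity above about 14%, limit read from the data; passing the limit was not always enough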;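 further: 0% = DMSO wells with 35 nM protein and 100% = DMSO wells with 750 nM protein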
rCAG binder: binds r(CAG) RNA repeats | r(CAG) RNA repeat, TO-PRO-1 dye displacement fluorescence | inhibition, % at 3 µM | 370,000 tested, 1.3% active | AID 651821;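 active means inhibition above the plate cutoff, the mean of all test compounds on that plate plus 3 SD, cut at about 35% in these data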;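 further: 0% = DMSO alone and 100% = 100 µM mitoxantrone as full dye displacement; higher means more dye released from RNA so lower well fluorescence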
PRMT1 FP inh: inhibitors of human PRMT1; AID 652257; recombinant PRMT1, activity-based probe fluorescence polarization; 370,000 tested, 1.3% active; inhibition, % at 2.79 µM;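 active means inhibition above about 21% made by adding two undisclosed values, limit read from the data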
UHRF1 MBD2 ctr: UHRF1 methyl-DNA binding inhibition; Q96T88; UHRF1 binding to methylated oligo, TR-FRET; inhibition, % at 4.4 µM; 370,000 tested, 0.75% active; in the data active means inhibition above about 21%;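 further: UHRF1 SRA domain binding a hemimethylated CpG hairpin DNA probe; 0% = median of test compound wells and 100% = reference inhibitor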
Target sequence (Q96T88 whole entry, looked up, the tested form may be a part): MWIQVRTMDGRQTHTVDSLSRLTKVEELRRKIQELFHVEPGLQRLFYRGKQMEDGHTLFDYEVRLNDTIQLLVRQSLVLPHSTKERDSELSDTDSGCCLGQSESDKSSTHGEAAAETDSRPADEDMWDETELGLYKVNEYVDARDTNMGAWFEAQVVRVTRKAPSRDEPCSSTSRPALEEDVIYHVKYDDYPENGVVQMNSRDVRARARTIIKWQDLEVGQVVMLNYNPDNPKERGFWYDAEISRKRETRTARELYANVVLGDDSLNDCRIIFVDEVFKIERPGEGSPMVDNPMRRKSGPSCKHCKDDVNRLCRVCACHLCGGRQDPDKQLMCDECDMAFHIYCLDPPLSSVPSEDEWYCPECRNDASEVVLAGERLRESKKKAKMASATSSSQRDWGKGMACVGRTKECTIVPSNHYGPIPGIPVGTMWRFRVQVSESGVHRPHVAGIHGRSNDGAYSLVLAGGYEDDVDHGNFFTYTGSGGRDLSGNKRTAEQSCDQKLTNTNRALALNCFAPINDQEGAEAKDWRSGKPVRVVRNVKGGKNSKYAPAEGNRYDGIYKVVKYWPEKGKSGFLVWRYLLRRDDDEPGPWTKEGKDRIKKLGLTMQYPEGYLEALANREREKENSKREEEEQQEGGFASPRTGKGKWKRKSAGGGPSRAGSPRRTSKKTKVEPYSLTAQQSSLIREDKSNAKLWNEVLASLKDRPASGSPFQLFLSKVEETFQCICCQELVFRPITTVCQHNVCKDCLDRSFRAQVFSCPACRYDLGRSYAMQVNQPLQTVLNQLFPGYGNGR
HTRA1 inhibitor: blocks human HTRA1 serine peptidase. Q92743. recombinant HTRA1, FP-rhodamine activity-based probe, fluorescence polarization. inhibition, % at 5.96 µM. 340,000 tested, 0.5% active. AID 504803; in the data active means inhibition above about 36%;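 further: 0% = enzyme with DMSO and 100% = wells lacking enzyme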
* = called active by the depositor; x = not tested or not shown.

SMILES	MBD2 inh	ABHD4 inh	PG9 binder	LEDGF integ inh	TCR-CD3 inh	NR1D1 modulator	rCAG binder	PRMT1 FP inh	UHRF1 MBD2 ctr	HTRA1 inhibitor
Cc1ccc(NC(=O)c2cccc(S(=O)(=O)N3CCCc4ccccc43)c2)nc1	-7	4	-2.7	6	1	-6	2	-2	1	1
COc1ccc(NC(=O)CN(C)C(=O)c2ccc(S(=O)(=O)Nc3ccccc3F)cc2)cc1	0	-1	-1.3	5	11	7	4	-2	-1	-2
c1ccc2nc3c(cc2c1)CCCCC3	-6	3	-1.8	6	4	-2	-3	-5	-3	-3
COc1ccc(-c2[nH]ncc2CN2CCC(OCc3ccccc3)CC2)c(F)c1	10	-13	0.7	-1	-6	-5	8	2	5	-1
CC(NC(=O)CN1CCCC1)c1ccccc1 (stereo unspecified)	0	0	-1.3	-2	6	2	-2	-4	2	4
Cc1ccc(C(=O)Nc2c(C(=O)NCc3ccco3)cnn2-c2ccccc2)cc1	3	-2	0.0	-3	-7	0	0	1	1	-4
COc1ccc2oc(=O)c(C(=O)NCc3ccccn3)cc2c1	0	0	2.8	1	7	-6	-1	2	-5	-3
O=C(CSC1CS(=O)(=O)c2cc([N+](=O)[O-])ccc21)NNC(=O)c1ccccc1 (stereo unspecified)	-1	2	-1.3	1	6	6	2	15	2	4
COc1ccc(Cn2ccnc2SCC(=O)Nc2ccccc2OC)cc1	-1	-2	1.1	0	5	-5	-7	4	1	-3
Cc1cccc(NC(=S)NC(=O)CCc2ccccc2)c1	2	-10	0.5	2	-2	2	4	3	-3	-31
CCC(=O)N(C)CCc1cc2c(c(OC)c1/C=N/NC(=O)c1ccncc1)OCO2	0	2	-0.1	-2	-1	-2	-7	-2	1	-4
COC(=O)/C(=C/c1ccco1)NC(=O)c1ccccc1	1	1	1.5	-1	2	-6	2	1	-5	-1
Cc1ccc(C(=O)Nc2ccc3c(c2)OCCO3)cc1	-2	0	-1.8	-4	2	2	-1	1	0	1
CC(C)(C)n1ncc2c(=O)n(CC(=O)NCc3ccc(F)cc3)cnc21	2	-8	1.5	0	-5	-2	2	5	4	-6
O=C(COC(=O)CC12CC3CC(CC(Br)(C3)C1)C2)NC(=O)NCc1ccco1	1	-5	-3.4	6	-4	3	3	2	5	-15
CC1CCC(NC(=O)c2nn(C)c(=O)c3ccccc23)CC1 (stereo unspecified)	1	6	0.8	-2	-5	4	0	4	0	0
c1ccc2[nH]c(CCCc3nc4ccccc4[nH]3)nc2c1	1	2	0.5	-6	4	-2	-1	1	-2	8
Cc1cc2oc3c(c(=O)c2cc1C)C(c1ccc(F)cc1)N(CCCN1CCOCC1)C3=O (stereo unspecified)	3	-3	0.5	3	5	2	9	4	-2	2
C#CCOc1ccc(CNC[C@H]2O[C@@H](n3ccc(N)nc3=O)[C@H](O)[C@@H]2O)cc1	0	0	-2.8	1	10	0	3	2	-2	2
COCCCN(C(=O)C1CCC1)c1c(N)n(Cc2ccccc2)c(=O)[nH]c1=O	8	7	1.3	-4	-9	0	4	11	-2	4
O=C(NCC1CCCO1)c1cccc(Oc2ccc([N+](=O)[O-])cc2)c1 (stereo unspecified)	1	-5	-2.4	3	9	7	-4	-1	-1	2
O=C1C2CC=C(Cl)CC2C(=O)N1CNc1ccccn1 (stereo unspecified)	0	2	-0.4	-3	9	1	1	0	0	3
CC(=O)NCCc1cc2ccc(C)c(C)c2[nH]c1=O	-4	2	-1.1	-3	11	-3	0	1	-2	2
CCCC/C=C1/C(c2ccccc2)N(Cc2ccc(OC)cc2OC)C2=NC(c3ccccc3)CC(=O)N21 (stereo unspecified)	3	-4	x	-4	x	4	x	1	1	x
COc1ccc(-c2cc(-c3ccccc3)c(-c3ccccc3)nn2)cc1	0	-3	-0.9	0	-1	5	3	-2	-2	x
CCOC(=O)C1CCN(C(=S)Nc2cccc(C)c2C)CC1	1	5	-0.5	-1	-7	1	-3	2	3	6
CNC(=O)CSc1nnc(-c2cccnc2)n1-c1ccc(C)cc1	4	0	-0.2	5	4	-6	-1	-1	0	-1
Cc1cc(S(=O)(=O)N2CCCCC2)ccc1OCC(=O)N1CCCC1	-4	-1	-0.9	2	8	6	-3	1	0	-2
CC(=O)Nc1ccc(NC(=O)C2(C)Cc3c(-c4ccccc4)ccnc3O2)cc1 (stereo unspecified)	6	-6	0.1	4	-5	3	0	0	4	x
Cc1cc(C)c(C#N)c(SCC(=O)Nc2ccc(S(=O)(=O)Nc3onc(C)c3C)cc2)n1	-2	4	0.3	-4	-4	-5	22	5	1	-5

Entries of single compounds, looked up by structure:
Shown for O=C(NCC1CCCO1)c1cccc(Oc2ccc([N+](=O)[O-])cc2)c1 (stereo unspecified) = MBD2 inh: 1; ABHD4 inh: -5; PG9 binder: -2.4; LEDGF integ inh: 3; TCR-CD3 inh: 9; NR1D1 modulator: 7; rCAG binder: -4; PRMT1 FP inh: -1; UHRF1 MBD2 ctr: -1; HTRA1 inhibitor: 2
Shown for Cc1cc(C)c(C#N)c(SCC(=O)Nc2ccc(S(=O)(=O)Nc3onc(C)c3C)cc2)n1 = MBD2 inh: -2; ABHD4 inh: 4; PG9 binder: 0.3; LEDGF integ inh: -4; TCR-CD3 inh: -4; NR1D1 modulator: -5; rCAG binder: 22; PRMT1 FP inh: 5; UHRF1 MBD2 ctr: 1; HTRA1 inhibitor: -5
Shown for Cc1cc(S(=O)(=O)N2CCCCC2)ccc1OCC(=O)N1CCCC1 = MBD2 inh: -4; ABHD4 inh: -1; PG9 binder: -0.9; LEDGF integ inh: 2; TCR-CD3 inh: 8; NR1D1 modulator: 6; rCAG binder: -3; PRMT1 FP inh: 1; UHRF1 MBD2 ctr: 0; HTRA1 inhibitor: -2

(cont.)
SMILES	MBD2 inh	ABHD4 inh	PG9 binder	LEDGF integ inh	TCR-CD3 inh	NR1D1 modulator	rCAG binder	PRMT1 FP inh	UHRF1 MBD2 ctr	HTRA1 inhibitor
O=[N+]([O-])c1cccc(-c2ccc(C(=S)N3CCOCC3)o2)c1	-4	-1	-2.6	-2	6	13	3	0	-9	8
NNC(=O)C1CC(O)CN1S(=O)(=O)c1ccc(Cl)cc1 (stereo unspecified)	1	-6	-1.1	3	-3	-4	2	-6	0	-2
Cc1nnc(SCC(=O)Nc2nnc(-c3ccccc3)o2)s1	1	-4	-1.2	-6	-5	-2	1	2	5	-5
Cc1ccc(NC(=O)Nc2ccccc2)c(Br)c1	8	-2	3.7	3	-2	6	3	3	6	-9
CN(Cc1ccccc1)C(=O)CCS(=O)(=O)c1ccc2c(c1)oc(=O)n2C	-6	-8	-1.7	-1	-1	6	2	-1	0	7
O=C(Nc1ccccc1)N1CCSc2cc(Cl)ccc21	2	5	1.6	2	-10	2	4	-1	2	0
CC1(C)CC2(CCO1)OC(=O)CC2C(=O)Nc1ccccc1Cl (stereo unspecified)	-4	5	-1.6	5	-3	2	5	-2	1	-6
CC(C(=O)c1ccccc1)n1cnc2ccccc2c1=O (stereo unspecified)	4	5	0.2	1	-2	-3	-3	-2	0	0
Cc1cn(S(=O)(=O)c2ccc(Br)cc2)cn1	-2	-3	-2.6	-3	7	-1	0	-4	-2	-3
Cc1cc(C)cc(N(CCC#N)C(=O)CSc2nc3ccccc3c(=O)[nH]2)c1	1	3	2.8	-4	-2	12	5	1	0	3
CC(=O)Nc1ccc(-c2ccnc3c2CC(C(=O)NCCc2ccccc2)O3)cc1 (stereo unspecified)	4	1	0.7	0	-2	-2	1	-1	-1	x
Cc1ccc(C(=O)NC(=S)N2CCN(C)CC2)cc1Br	0	-3	4.1	0	-12	6	-2	4	-1	2
COc1ccc(Cl)cc1NC(=O)N(C)Cc1c(C)nn(C)c1C	4	-4	2.6	2	2	-1	-7	-3	7	4
Cc1ccc(S(=O)(=O)N2CC(=O)N3CCN(CCN)C3C2)cc1 (stereo unspecified)	1	1	1.1	1	0	0	13	3	3	1
Cc1c(C(=O)N2CCCCC2)nnn1-c1nonc1N	-5	1	0.3	0	4	-2	2	0	2	0
COc1cccc(NC(=O)CN(C)C(=O)/C=C/c2cn(-c3ccccc3)nc2-c2ccc(OC)c(OC)c2)c1	0	-85	-1.1	-2	16	2	13	0	0	-109
COc1cc(-c2cc3nc(C)c(C)c(=O)n3[nH]2)cc(OC)c1OC	10	0	-0.8	-1	5	-2	-3	-2	7	5
Cc1ccc(-c2nonc2NC(=O)c2ccco2)cc1	0	4	-0.7	-3	-1	4	-1	0	-1	3
COc1ccccc1CCNC(=O)C1CCN(c2nnc(C)c3c(C)n(-c4ccc(C)cc4)nc23)CC1	2	-8	1.8	0	-8	16	-4	-2	-4	-8
Cc1c(NC(=O)NC(=O)c2ccc(F)cc2)c(=O)n(-c2ccccc2)n1C	7	0	1.7	2	-2	-1	-1	3	5	6
Cc1ccc(CNC(=O)c2cccc(-n3cnnn3)c2)cc1	-1	-1	0.4	-1	3	0	-1	-1	0	-9
C[C@H]1[C@@H](NCC2CCCCC2)CC[C@@]23CCCN2C(=O)CCC[C@@H]13	2	5	x	3	x	-2	x	-3	-2	x
Cc1ccc(NC(=O)c2nc[nH]c2C(=O)Nc2ccc(C)cc2)cc1	-1	2	1.1	2	-1	-2	-1	0	1	-1
Cc1cccc(N(CC(=O)NC2CCCCC2)C(=O)CCC(=O)Nc2nccs2)c1	-5	0	-1.6	-4	5	-1	0	2	-1	3
O=C(O)CC1c2ccccc2CCN1S(=O)(=O)c1ccc(F)cc1 (stereo unspecified)	-5	2	0.8	1	9	-2	1	-3	-2	-3
COc1ccc(C(=O)C2CCCN(C(=O)c3cc(C(C)C)no3)C2)cc1F (stereo unspecified)	0	3	-0.9	0	8	-2	-6	-1	1	-7
COC(=O)c1ccc(C(=O)OC)c(NC(=O)C2CC(=O)N(C3CCCC3)C2)c1 (stereo unspecified)	4	2	4.8	-2	1	-7	0	4	1	4
O=C1N[C@@H](Cc2c[nH]c3ccccc23)COC(=O)[C@@H](Cc2ccc(F)cc2)CC/C=C/C[C@@H]1CC(=O)N(CCO)Cc1ccccc1	2	-25	1.3	-5	-14	-4	14	2	0	-36
CC(=O)Nc1ccc(NC(=O)c2ccc(CSc3ccccc3)o2)cc1	2	-17	0.0	7	-3	0	-2	-6	3	-4
O=C(Nc1ccc(Cl)cc1)Nc1ccc2c(c1)N1CCN=C1S2	2	5	1.2	1	-15	-8	24	16	0	10
CC(C)C(NC(=O)c1ccco1)C(=O)OCC(=O)N1CC(=O)Nc2ccccc21 (stereo unspecified)	-7	-1	-2.8	3	2	2	2	0	0	2
Cc1ccc(N2CCN(C(=S)c3ccc(N(C)C)cc3)CC2)cc1	-2	8	-0.3	-4	-4	-2	-2	3	-3	14
O=C(CSc1nc2ccc(Cl)cc2[nH]1)Nc1ccc2c(c1)CCC2	3	-19	-1.7	5	1	4	11	1	-3	-49
Cc1cccc(/C=C/c2onc(C)c2S(=O)(=O)N2CCC(C(=O)N3CCCCCC3)CC2)c1	2	-5	-0.5	6	9	5	8	-4	-3	-35
Cc1ccc(C(=O)c2c[nH]c(C(=O)NCCCN3CCOCC3)c2)cc1	-1	6	0.5	0	2	2	-6	0	0	0
COc1ccc(OCCCC(=O)ON=C(N)c2ccccc2C)cc1	7	-2	1.1	1	1	-3	2	1	0	-10
Cc1ccc(C(NC(=O)NN2CCN(C)CC2)C(Cl)Cl)cc1F (stereo unspecified)	-4	-4	-2.2	6	0	-2	-3	-6	-1	-3
CCn1cc(CN2CCN(Cc3ccccc3)C(CCO)C2)c2ccccc21 (stereo unspecified)	3	3	-2.5	-2	-8	-2	-5	-2	2	4
COc1ccc(OCCC(=O)NCC23CC4CC(CC(C4)C2)C3)cc1	1	-3	-1.9	4	-4	3	-9	-2	-1	-9

The list is partial; the hit share may differ from the screen's.
